# Assay outcomes from PubChem BioAssay.
# NR3A LBD binder = modulators (binders) of human NR3A ligand-binding domain; AID 1259313; 340,000 compounds, 2.5% hits; NR3A LBD differential scanning fluorimetry, Tm shift; 0% = protein alone, 100% = glycine-bound protein; Tm shift relative to glycine control, % at 25 µM;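 active means melting temperature shift of at least 10% of the positive control shift, at one fixed dose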
# tim10-1 inh = tim10-1 yeast growth inhibition. S. cerevisiae tim10-1 ts strain growth, BacTiter-Glo, 24 h. inhibition, % at 20 µM. 330,000 compounds, 2.2% hits;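 active means inhibition of at least 40%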;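 further: mutant grown at 25 °C; 0% = DMSO wells with yeast and 100% = wells holding no yeast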
# CHOP UPR activ = activators of apoptotic arm of unfolded protein response (CHOP); CHO-CHOP luciferase reporter, UPR activation, luminescence; percent of tunicamycin response over DMSO baseline; 330,000 compounds, 0.34% hits; activation, % at 10 µM;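 active means at 10 µM dose, activation of 40% or more, normalized to positive control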;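 further: 100% = tunicamycin at 10 µg/mL and 0% = DMSO alone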
#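 assay system = CHO CHOP reporter cells | amount = 500 CHO-CHOP cells per well | buffer or medium = F12 with 10% FBS | incubation = 16-18 h cell attachment, then 6 h compound exposure, 37 °C | detection = luminescence read with Steady-Glo | read-out = percent activation relative to tunicamycin control | controls = tunicamycin high control, DMSO low control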
# tim23-1 inh = tim23-1 yeast growth inhibition; S. cerevisiae tim23-1 growth, BacTiter-Glo luminescence, 24 h; inhibition, % at 20 µM; 330,000 compounds, 1.3% hits;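 active means growth inhibition of the mutant yeast at or above 50%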;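 further: temperature-sensitive mutant grown at 25 °C; plate controls were DMSO-treated mutant yeast for no effect and medium wells lacking yeast for full effect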
# TIM10 inh = inhibits growth of TIM10 yeast strain. AID 463195. S. cerevisiae TIM10 strain growth, BacTiter-Glo luminescence, 24 h. inhibition, % at 10 µM. 330,000 compounds, 1.4% hits;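 active means inhibition of 40% or more at the single tested concentration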;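 further: wild-type TIM10 isogenic control strain grown at permissive 25 °C; 0% = DMSO yeast wells and 100% = minimal medium wells without yeast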
# APJ ag = APJ receptor agonism. P35414. activation, % at 20 µM. CHO-K1 APJ PathHunter beta-arrestin, luminescence; 0% DMSO wells, 100% apelin. 330,000 compounds, 0.11% hits;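 active means activation more than six SD over the plate average, tested at 20 µM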;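 further: 0% = DMSO alone and 100% = apelin-13 at 10 nM; some results filed as inactive read as strong as hits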
#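 Assay system – PathHunter CHO-K1 APJ (AGTRL-1) beta-arrestin reporter cells · Compound – one dose, 20 µM compound, 1% DMSO · Timing – compound 90 min 25 °C, reagent 1 h · Measured by – luminescence from split beta-galactosidase complementation, Galacton Star/Emerald II substrate · Measure – beta-arrestin recruitment to APJ as agonist activity, luminescent signal · Benchmarks – DMSO vs Apelin-13 10 nM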
# NLRP3 yeast inh = blocks the NALP3 inflammasome reconstituted in yeast. 330,000 compounds, 0.39% hits. inhibition, % at 10 µM. Yeast reconstituted NLRP3/ASC/caspase-1, beta-gal luminescence, 24 h;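 active means inhibition of 50% or more; inactive means inhibition below 50%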;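 further: plate controls were induced DMSO wells for no effect and uninduced yeast grown without galactose for full effect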
# XBP1 UPR activ = activators of adaptive arm of unfolded protein response (XBP1). CHO-XBP1 luciferase reporter, IRE1-XBP1 UPR activation, luminescence; percent of tunicamycin response, DMSO as zero. 330,000 compounds, 0.33% hits. activation, % at 20 µM;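 active means versus positive control, 20 µM dose yields 30% or more activation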;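 further: 100% = tunicamycin at 10 µg/mL and 0% = DMSO only wells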
#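 assay system = CHO-XBP1 luciferase reporter cells | amount = 1000 cells/well | buffer or medium = F12 plus 10% FBS | compound dosing = single point, 20 µM final compound, 1% DMSO | incubation = 16-18 h cell attachment at 37 °C, then 6 h compound exposure | detection = Steady-Glo luminescence read | controls = tunicamycin 10 µg/mL and vehicle-only wells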
# Mdm2 MdmX PPI = inhibitors of human Mdm2/MdmX interaction; O15151+Q00987; SaOS-2 split-luciferase Mdm2/MdmX complementation, luminescence; inhibition, % at 8 µM; 330,000 compounds, 3% hits;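 active means inhibition of at least 50% at 8 µM in the primary screen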
# Target sequence (O15151 whole entry, looked up): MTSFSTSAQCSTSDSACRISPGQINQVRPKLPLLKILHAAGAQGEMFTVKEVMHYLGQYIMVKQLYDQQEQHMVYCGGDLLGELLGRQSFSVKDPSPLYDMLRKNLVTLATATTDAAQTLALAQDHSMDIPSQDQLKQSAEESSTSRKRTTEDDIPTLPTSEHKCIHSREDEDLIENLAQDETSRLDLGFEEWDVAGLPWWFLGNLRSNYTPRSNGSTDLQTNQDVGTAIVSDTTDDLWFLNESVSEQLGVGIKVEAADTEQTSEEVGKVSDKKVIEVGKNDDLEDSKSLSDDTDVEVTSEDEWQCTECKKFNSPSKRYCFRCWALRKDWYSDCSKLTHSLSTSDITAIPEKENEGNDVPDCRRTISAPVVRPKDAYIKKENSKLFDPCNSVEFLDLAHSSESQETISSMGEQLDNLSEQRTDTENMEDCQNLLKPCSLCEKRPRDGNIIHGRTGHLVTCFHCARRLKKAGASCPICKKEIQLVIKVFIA
# Target sequence (Q00987 whole entry, looked up): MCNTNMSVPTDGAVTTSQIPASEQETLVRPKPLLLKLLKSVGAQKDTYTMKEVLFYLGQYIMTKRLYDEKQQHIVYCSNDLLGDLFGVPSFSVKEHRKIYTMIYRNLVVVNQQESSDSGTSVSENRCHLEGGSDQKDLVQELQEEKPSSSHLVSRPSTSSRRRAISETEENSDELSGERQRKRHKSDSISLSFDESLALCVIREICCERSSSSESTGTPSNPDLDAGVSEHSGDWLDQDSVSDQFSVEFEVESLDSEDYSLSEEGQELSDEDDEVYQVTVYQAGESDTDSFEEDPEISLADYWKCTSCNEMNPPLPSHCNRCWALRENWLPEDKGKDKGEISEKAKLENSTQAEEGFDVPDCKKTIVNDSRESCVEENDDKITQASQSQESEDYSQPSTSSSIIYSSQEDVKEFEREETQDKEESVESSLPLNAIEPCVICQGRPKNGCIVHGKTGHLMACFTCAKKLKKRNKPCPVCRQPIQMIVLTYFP
# * marks the source's active call; other numbers are inactive results; / = not tested or not shown.
(1) O=C(CNc1ccc2ccccc2c1)N/N=C/c1ccc([N+](=O)[O-])o1
(2) O=C(c1ccc(C(F)(F)F)cc1)C1CCCN(C(=O)CCc2cnccn2)C1 (stereo not given)
(3) O=C(NCC1CCCO1)C1c2ccccc2C(=O)N1C1CCCCCC1 (stereo not given)
(4) C=CCOc1cccc(C2C(C(=O)c3ccc(C)o3)=C(O)C(=O)N2CCCn2ccnc2)c1 (stereo not given)
(5) Cc1ccc(C(=O)Nc2ccc(Nc3ccccc3)cc2)c(Cl)c1
(6) O=C(CCc1nnc(Cc2ccc3c(c2)OCO3)o1)NCCc1ccccc1Cl
(7) O=C(CSc1nc2cc(Cl)ccc2s1)c1cc2ccccc2o1
(8) O=C(O)c1ccccc1NS(=O)(=O)c1cccc(NS(=O)(=O)c2cc(Br)ccc2Br)c1
(9) CCCCNC(=O)COC(=O)c1ccc(N(C)C)cc1
(10) Cc1cc(O)c(NC(=O)c2ccc(C)c([N+](=O)[O-])c2)cc1C
assay / entry	1	2	3	4	5	6	7	8	9	10
NR3A LBD binder	-1	0	0	0	2	-3	-3	5	0	-7
tim10-1 inh	47*	20	10	6	-19	-4	10	6	7	-15
CHOP UPR activ	-1.2	1.5	-1.9	3.9	1.3	0.4	1.2	0.8	-1.6	5.2
tim23-1 inh	38	4	12	13	-5	4	16	16	-2	2
TIM10 inh	33	-3	-19	0	-20	-3	15	1	3	-10
APJ ag	3	-3	0	-4	-2	-4	-4	-3	-4	-2
NLRP3 yeast inh	14	11	6	3	20	6	4	-3	9	16
XBP1 UPR activ	-2	4	1	1	-2	-2	0	-4	0	0
Mdm2 MdmX PPI	18	7	-10	15	-3	6	7	-4	16	-69

(11) O=C(O)CN1C(=O)CCS(=O)c2ccccc21 (stereo not given)
(12) O=C(Cc1c[nH]c2ccccc12)NCc1ccncc1
(13) CC(=O)Nc1ccc(S(=O)(=O)Nc2ccc3nc(C)sc3c2)cc1
(14) CCC(C)[C@H](NC(=O)C1CC(=O)N(c2ccc(OC)cc2)C1)C(=O)NC1CCCC1 (stereo not given in full)
(15) CC1CCN(CC(=O)Nc2nccs2)CC1
(16) O=C(NCCOc1ccccc1)c1ccccc1Cl
(17) Cc1ccc(NC(=O)/C(CN(C)C)=N\O)cc1
(18) O=C(Nc1ccc([N+](=O)[O-])cc1Br)c1cccnc1
(19) CCC1(c2ccccc2)NC(=O)N(CC(=O)Nc2cc(S(=O)(=O)N3CCOCC3)ccc2OC(C)C)C1=O (stereo not given)
(20) COc1ccc(-c2c3c(=O)n(C)c(=O)n(C)c3cn2-c2cccc(OC)c2)cc1
assay / entry	11	12	13	14	15	16	17	18	19	20
NR3A LBD binder	-1	1	-2	-2	-3	2	-1	2	-1	-3
tim10-1 inh	14	6	-23	-6	13	8	1	6	2	18
CHOP UPR activ	-1.8	1.8	-0.8	1.1	-1.4	0.1	5.6	0.9	1.0	-0.3
tim23-1 inh	3	16	-5	2	8	9	6	14	-11	-5
TIM10 inh	9	-4	1	2	-9	-8	-1	1	15	1
APJ ag	0	-2	-2	6	-3	0	-1	-2	-4	-4
NLRP3 yeast inh	13	-12	0	7	11	10	7	4	0	-8
XBP1 UPR activ	-3	-2	-5	-2	-7	-7	1	-1	-1	11
Mdm2 MdmX PPI	2	27	-11	6	32	-62	-7	-23	16	-4

(21) COc1cccc(CN(C)CC(=O)Nc2ccccc2C(=O)Nc2ccccc2)c1
(22) O=C(c1ccc2c(c1)OCO2)N(Cc1ccco1)C1(C(=O)NC2CCCCC2)CCCCC1
(23) CC(C)N(Cc1ccccc1)C(=O)CN1C(=O)NC2(CCCC2)C1=O
(24) Cc1cc(NC(=O)CSc2nnc(CNC(=O)c3ccccc3)o2)no1
(25) COc1ccc(NC2(c3ccc(Cl)cc3)C(=O)c3ccccc3C2=O)cc1
(26) COc1ccc(CCNC(=O)c2sc3cc(C)ccc3c2Cl)cc1
(27) COC(=O)c1c(NC(=O)CSc2ncn[nH]2)sc(C)c1C
(28) COc1ccc(C(CC(=O)O)NC(=O)Cc2ccccc2)cc1 (stereo not given)
(29) Cc1ccc(NC(=O)N2CCN(C(=O)c3ccco3)CC2)cc1Cl
(30) Cc1ccccc1NC(=S)NCc1ccco1
assay / entry	21	22	23	24	25	26	27	28	29	30
NR3A LBD binder	1	1	-2	-2	0	12*	-1	1	2	-1
tim10-1 inh	23	23	2	6	-5	10	14	2	5	17
CHOP UPR activ	-0.4	-0.8	0.1	-1.1	-0.9	-3.2	-0.8	0.5	1.4	-0.1
tim23-1 inh	6	30	-7	6	-9	9	0	17	-6	-6
TIM10 inh	-1	27	7	4	2	-8	14	8	9	3
APJ ag	-7	-1	-3	12	-9	0	-3	10	7	-3
NLRP3 yeast inh	7	10	19	26	-9	22	19	-11	2	-7
XBP1 UPR activ	3	-4	0	0	-2	2	-4	0	-3	-1
Mdm2 MdmX PPI	15	-7	-12	7	-2	1	-3	-15	-6	-11

# Some of the entries above, reformatted:
item	molecule	NR3A LBD binder	tim10-1 inh	CHOP UPR activ	tim23-1 inh	TIM10 inh	APJ ag	NLRP3 yeast inh	XBP1 UPR activ	Mdm2 MdmX PPI
22	O=C(c1ccc2c(c1)OCO2)N(Cc1ccco1)C1(C(=O)NC2CCCCC2)CCCCC1	1	23	-0.8	30	27	-1	10	-4	-7
24	Cc1cc(NC(=O)CSc2nnc(CNC(=O)c3ccccc3)o2)no1	-2	6	-1.1	6	4	12	26	0	7
26	COc1ccc(CCNC(=O)c2sc3cc(C)ccc3c2Cl)cc1	12*	10	-3.2	9	-8	0	22	2	1

# Additional structures.
(31) COc1ccc(-c2nc3c(=O)n(C)c(=O)[nH]c3n2CCc2ccccc2)cc1
(32) CC(C)(C)NC(=O)c1cccc2c1C(=O)c1ccccc1-2
(33) COc1cccc(/C=N\n2c(C)nnc2C)c1OC
(34) COc1ccc(OCCOC(=O)c2cccs2)cc1
(35) O=C(NCCCN1CCC(Cc2ccccc2)CC1)C1CC(=O)N(C2CCCCCC2)C1 (stereo not given)
(36) CCc1nnc(NS(=O)(=O)c2ccc(NC(=S)NC(=O)/C=C/c3ccc(OC)cc3)cc2)s1
(37) Cc1ccc(-n2[nH]c(=O)c(-c3ccccn3)c2C)cc1
(38) CCc1nc2ccccc2n1Cc1ccc(F)cc1
(39) CCCC(=O)NCCCc1nc2ccccc2n1CCC
(40) Cc1ccccc1C(=O)N1CCC(C(=O)Nc2nc3ccc(F)cc3s2)CC1
assay / entry	31	32	33	34	35	36	37	38	39	40
NR3A LBD binder	-1	-1	7	-2	1	-3	1	-1	-1	-4
tim10-1 inh	1	35	1	9	-20	20	-15	26	9	34
CHOP UPR activ	-0.5	2.0	-3.6	2.8	3.2	6.2	-9.2	-1.7	-0.8	3.9
tim23-1 inh	-4	35	8	-7	-14	9	-6	22	-5	16
TIM10 inh	-3	24	5	-10	9	-5	4	5	-6	18
APJ ag	-2	-3	-3	-3	-5	-2	-3	-6	0	5
NLRP3 yeast inh	14	22	13	31	14	10	5	-7	9	-2
XBP1 UPR activ	-3	6	7	1	-2	-2	-8	0	3	2
Mdm2 MdmX PPI	25	4	-6	-28	8	12	79*	4	15	38

(41) C[C@@H]1NC(=O)c2cc([N+](=O)[O-])cc(I)c2OCC[C@@H](C(=O)NC(CC(=O)O)C(N)=O)NC(=O)[C@H](CCC(=O)O)NC1=O (stereo not given in full)
(42) CC(C)CSc1nc2ccccc2n1CC(N)=O
(43) CCN(CC)C(=O)CSc1ccc(C(F)(F)F)cc1[N+](=O)[O-]
(44) Cc1cc(NC(=O)CCC(=O)N(Cc2ccc(F)cc2)C(C(=O)NC2CCCC2)c2ccco2)no1 (stereo not given)
(45) CCCC(=O)Nc1nnc(SCC(=O)Nc2ccc3c(c2)OCCO3)s1
(46) CCOC(=O)c1cc(-c2ccc(F)cc2)n(CC(=O)NCc2ccccn2)c1C
(47) CCOc1ccccc1C1CC(=O)NC2=C1C(=O)CCC2 (stereo not given)
(48) COc1ccc(OC)c(-n2c(SCC(=O)NCc3ccco3)nnc2-c2c[nH]c3ccccc23)c1
(49) O=C(NCc1ccco1)c1csc2c1CCCCC2
(50) COc1ccc(C2CC(c3ccccc3OC(C)=O)=NN2C(=O)/C=C/c2ccccc2)cc1 (stereo not given)
assay / entry	41	42	43	44	45	46	47	48	49	50
NR3A LBD binder	1	-1	-2	3	6	0	1	-1	/	-1
tim10-1 inh	5	12	19	-3	4	22	-9	16	-14	27
CHOP UPR activ	1.0	1.4	0.4	0.1	-1.8	-1.0	0.1	-0.2	1.6	2.9
tim23-1 inh	20	14	8	9	-1	-1	15	13	14	18
TIM10 inh	15	13	12	-14	-22	-2	0	-5	5	10
APJ ag	5	2	1	0	-6	-4	5	2	0	-1
NLRP3 yeast inh	0	-10	8	13	1	6	4	2	-9	12
XBP1 UPR activ	0	-1	0	-5	-1	-2	0	-3	-1	5
Mdm2 MdmX PPI	12	8	12	10	0	-11	36	4	2	-2

(51) O=C(O)CC(CNC(=O)C1CCCN1C(=O)OCc1ccccc1)c1ccccc1 (stereo not given)
(52) CCOc1ccc(C(=O)NNC(=O)CNC(=O)c2ccc(C)s2)cc1OC
(53) CCc1ccc(-c2cc(C)no2)cc1S(=O)(=O)NCCc1ccc(OC)c(OC)c1
(54) O=C1NCCN1CCNS(=O)(=O)c1ccc(F)cc1
(55) COc1ccccc1C(=O)COC(=O)c1c(-c2ccccc2)noc1C
(56) CCc1ccc(O)c(N=Cc2cccc(C)c2O)c1
(57) O=C(Cc1cccs1)Nc1ccc(-c2nnn(CC(=O)N3CCOCC3)n2)cc1
assay / entry	51	52	53	54	55	56	57
NR3A LBD binder	2	1	2	-1	/	-27	-1
tim10-1 inh	2	4	24	3	33	22	11
CHOP UPR activ	0.6	-1.1	0.4	0.6	-0.9	1.7	0.2
tim23-1 inh	11	1	26	4	20	25	4
TIM10 inh	2	-2	6	7	13	8	10
APJ ag	-4	-4	4	-3	-5	4	3
NLRP3 yeast inh	3	10	16	-1	19	7	24
XBP1 UPR activ	-3	1	-2	-1	-4	1	-2
Mdm2 MdmX PPI	-4	21	-29	11	17	21	-9

# 4 entries drawn at random from the list so far:
(55) COc1ccccc1C(=O)COC(=O)c1c(-c2ccccc2)noc1C
(54) O=C1NCCN1CCNS(=O)(=O)c1ccc(F)cc1
(51) O=C(O)CC(CNC(=O)C1CCCN1C(=O)OCc1ccccc1)c1ccccc1 (stereo not given)
(56) CCc1ccc(O)c(N=Cc2cccc(C)c2O)c1
assay / entry	55	54	51	56
NR3A LBD binder	/	-1	2	-27
tim10-1 inh	33	3	2	22
CHOP UPR activ	-0.9	0.6	0.6	1.7
tim23-1 inh	20	4	11	25
TIM10 inh	13	7	2	8
APJ ag	-5	-3	-4	4
NLRP3 yeast inh	19	-1	3	7
XBP1 UPR activ	-4	-1	-3	1
Mdm2 MdmX PPI	17	11	-4	21
